# Screening data (PubChem BioAssay)
# RORgamma inh: qHTS for inhibitors of ROR gamma transcriptional activity | Nuclear receptor ROR-gamma (Mus musculus), P51450 | Drosophila S2 Gal4-RORgamma UAS-luciferase reporter, 20 h | Potency, µM (highest dose often 53.6 µM), for the others: top-dose activity change, negative = inhibition, usual class: inhibitors | 310,000 compounds, 5.4% hits; note: potency is the fitted concentration of half-maximal effect; % is set by controls: 0 for no effect and ±100 for the full control effect; nearly all actives have a fitted effect of over 60% in size
# Target sequence (P51450 whole entry, looked up, the tested form may be a part): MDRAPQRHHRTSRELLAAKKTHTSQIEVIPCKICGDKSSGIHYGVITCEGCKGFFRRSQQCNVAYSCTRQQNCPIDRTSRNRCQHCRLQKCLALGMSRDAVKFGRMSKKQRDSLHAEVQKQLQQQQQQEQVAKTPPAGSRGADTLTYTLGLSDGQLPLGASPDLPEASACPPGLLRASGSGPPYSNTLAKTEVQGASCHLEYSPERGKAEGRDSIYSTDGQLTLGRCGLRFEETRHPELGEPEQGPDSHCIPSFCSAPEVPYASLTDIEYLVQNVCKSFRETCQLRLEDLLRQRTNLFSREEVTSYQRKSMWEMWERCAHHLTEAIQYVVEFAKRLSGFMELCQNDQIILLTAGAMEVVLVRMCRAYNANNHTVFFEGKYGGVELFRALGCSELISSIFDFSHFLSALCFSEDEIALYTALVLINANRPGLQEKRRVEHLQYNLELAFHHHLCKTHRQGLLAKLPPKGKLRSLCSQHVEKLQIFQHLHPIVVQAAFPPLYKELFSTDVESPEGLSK
#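 Stable Schneider cell line, Gal4 DNA-binding domain fused to ROR gamma, UAS-luciferase. Cmpd 1 hr RT → CuSO4 700 uM final → 20 hr RT → luciferase reagent 10 min → luminescence.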
# KCNH2 3.1 inh: qHTS for Inhibitors of KCHN2 3.1: Mutant qHTS; Potassium voltage-gated channel subfamily H member 2, brain isoform KCNH2 3.1 (human); U2OS KCNH2 3.1, thallium flux FluxOr; stronger effect = lower value; activity change, % (tested at about 1.8 µM); 340,000 compounds, 0.95% hits;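 active = maximum activity change below -70%; inconclusive = maximum activity change from -70% to -50%; inactive = maximum activity change above -50%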;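 note: thallium influx rate constant from kinetic fluorescence after stimulation buffer; % is set by controls: 0 for no effect and ±100 for the full control effect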
#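 Kinetic fluorescence (2 min after stimulation buffer) measures Tl+ influx through KCNH2 3.1 expressed by viral transduction in U2OS cells; the rate constant is normalized against DMSO controls serving as positive and negative references.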
# Rab9 prom act: qHTS Assay for Rab9 Promoter Activators; Huh7 Rab9 promoter-luciferase reporter, luminescence, 24 h; Potency, µM (series often up to 9.22 µM), without a hit: at the top dose activation, negative = inhibition, usual class: activators; 320,000 compounds, 2.8% hits; note: potency is the fitted concentration of half-maximal effect; % of control where 0% means no effect; nearly all actives have a fitted effect of over 60% in size
#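 Huh7 cells stably carrying a Rab9 promoter-luciferase reporter, 1500 cells per well in OP-MEM I with 10% FBS, treated with compound 24 hours at 37C. Luciferase activity read by luminescence after 10 minutes with Amplite reagent.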
# Gal4-VP16 FLuc: VP16 counterscreen qHTS for inhibitors of ROR gamma transcriptional activity; Potency, µM (highest dose often 53.6 µM), for the others: top-dose activity, negative = inhibition, usual class: inhibitors; Drosophila S2 Gal4-VP16 UAS-luciferase, luminescence, 20 h; 310,000 compounds, 3.5% hits;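 note: Gal4-VP16 expression switched on by copper sulfate through the metallothionein promoter; potency is the fitted concentration of half-maximal effect; % is set by controls: 0 for no effect and ±100 for the full control effect; nearly all actives have a fitted effect of over 50% in size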
# Coupling enz: qHTS Assay for Inhibitors of Fructose-1,6-bisphosphate Aldolase from Giardia Lamblia: Coupling assay counterscreen; coupling enzyme system counterscreen, AmpLite Red fluorescence; activity change, negative = inhibition, % at 58.2 µM, hits read low; 290,000 compounds, 0.67% hits; in the data active = activity change below about -30%; note: % is set by controls: 0 for no effect and ±100 for the full control effect
#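 Counterscreen lacking aldolase: glyceraldehyde-3-phosphate coupling-enzyme reagent preincubated 10 min at RT with compound (at 57.5 uM final), then substrate/coupling system with AmpLite Red added; fluorescence read at 525/598 nm after 20 min RT.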
# ELG1 genotoxic: qHTS screen for small molecules that induce genotoxicity in human embryonic kidney (HEK293T) cells expressing luciferase-tagged ELG1; 330,000 compounds, 1.3% hits; HEK293T ELG1-luciferase reporter, luminescence, 16 h; Potency, µM (highest dose often 46 µM), without a hit: at the top dose activity change, positive = activation, actives largely listed as activators; AID 504466, 2011; note: potency is the fitted concentration of half-maximal effect; % of control where 0% means no effect; nearly all actives have a fitted effect of over 60% in size
#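 Genotoxic stress is detected as increased luminescence from luciferase-tagged ELG1 in HEK293T cells, measured with ONE-Glo after a 16 hr treatment at 37 °C.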
# uPA surface inh: qHTS for Inhibitors of Cell Surface uPA Generation; cell surface uPA generation assay, qHTS; AID 540303, 2011; 330,000 compounds, 0.31% hits; Potency, µM (series often up to 38.3 µM), for inactives: at the top dose activity change, negative = inhibition, usual class: inhibitors; active = well fitted inhibition curve with a large enough effect; inconclusive = small, poorly fitted or top-dose-only effect; inactive = no such curve, though single readings can be large or run the other way; tested in mouse RAW 264.7 cells; note: potency is the fitted concentration of half-maximal effect; % is set by controls: 0 for no effect and ±100 for the full control effect; nearly all actives have a fitted effect of over 55% in size
# Tb PFK inh: qHTS Assay to Find Inhibitors of T. brucei phosphofructokinase; ATP-dependent 6-phosphofructokinase (Trypanosoma brucei brucei), O15648; Potency, µM (series often up to 57.5 µM), for inactives: top-dose activity, negative = inhibition, most hits filed as inhibitors; T. brucei PFK, ADP-Glo luminescence; 330,000 compounds, 0.17% hits; AID 485367, 2010;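 note: potency is the fitted concentration of half-maximal effect; 0% = uninhibited 1x PFK enzyme wells and -100% = no-enzyme wells; nearly all actives have a fitted effect of over 60% in size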
# Target sequence (O15648 whole entry, looked up): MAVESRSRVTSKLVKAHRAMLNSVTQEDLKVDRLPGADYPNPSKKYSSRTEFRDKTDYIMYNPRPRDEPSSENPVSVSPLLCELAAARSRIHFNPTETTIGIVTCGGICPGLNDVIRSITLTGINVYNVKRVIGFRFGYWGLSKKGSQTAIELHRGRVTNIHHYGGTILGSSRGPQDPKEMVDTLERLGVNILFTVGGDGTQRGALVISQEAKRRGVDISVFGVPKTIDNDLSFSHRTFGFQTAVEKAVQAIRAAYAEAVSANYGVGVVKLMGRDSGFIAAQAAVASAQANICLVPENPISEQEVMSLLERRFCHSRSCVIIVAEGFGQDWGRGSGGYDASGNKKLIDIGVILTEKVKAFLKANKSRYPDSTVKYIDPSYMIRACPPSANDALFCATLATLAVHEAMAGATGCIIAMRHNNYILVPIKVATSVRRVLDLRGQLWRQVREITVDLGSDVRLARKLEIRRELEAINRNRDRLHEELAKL
#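 Compounds were pin-transferred as a titration series up to 57 uM into substrate buffer (0.5 mM F6P, 0.1 mM ATP, pH 8.0), then 1.25 nM PFK was added and reactions ran 45 min before ADP-Glo detection.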
# FLuc counter: qHTS profiling assay for firefly luciferase inhibitor/activator using purifed enzyme and Km concentrations of substrates (counterscreen for miR-21 project); Luciferin 4-monooxygenase (Photinus pyralis), P08659; Potency, µM (highest dose often 57.5 µM), for the others: top-dose activity change, negative = inhibition, actives largely listed as inhibitors; 360,000 compounds, 6.9% hits; purified FLuc, Km substrates, luminescence inhibition;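 note: potency is the fitted concentration of half-maximal effect; plate controls were vehicle for no effect and reference inhibitor for full effect; nearly all actives have a fitted effect of over 55% in size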
#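 Purified P. pyralis luciferase (10nM final) with 10uM D-luciferin and 10uM ATP (Km levels) in 50mM Tris acetate pH 7.5, 10mM Mg acetate, 0.01% Tween-20, 0.05% BSA; qHTS 6-point titration, ~60 µM downward; luminescence read.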
# NPC1 prom act: qHTS Assay for NPC1 Promoter Activators | Potency, µM (top dose mostly 9.22 µM), inactives show at the top dose activation, actives largely listed as activators | Huh7 NPC1 promoter luciferase reporter, 24 h | 320,000 compounds, 2.4% hits | AID 485313, 2010;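 note: potency is the fitted concentration of half-maximal effect; % of control where 0% means no effect; nearly all actives have a fitted effect of over 60% in size; reporter is driven by a mutant NPC1 promoter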
#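 NPC1 promoter–luciferase Huh7 cells; 24 h compound; luminescence.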
# Giardia killer: Small Molecules that selectively kill Giardia lamblia: qHTS; Giardia lamblia trophozoite viability; activity change, % at 7.66 µM, hits read low; 340,000 compounds, 0.15% hits; in the data active = activity change below about -80%; inconclusive = between about -30% and that limit;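 note: parasites exposed to compound for two days anaerobically before the ATP read; % is set by controls: 0 for no effect and ±100 for the full control effect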
#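 Trophozoites 100 cells/well + cpd; 48 hrs, 37 deg C, anaerobic. ATPLite 1-Step added, 15-30 min RT, luminescence read (ATP-based viability).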
# Numbers without * were called inactive; ? = inconclusive; · = not tested or not shown; [ ] = another dose, or the depositor's remark. Unless noted, calls come from the whole dose curve; as a rule, active = well fitted curve in the direction sought with a large enough effect; inconclusive = small, poorly fitted or top-dose-only effect, or another doubt; inactive = no such curve, though single readings can be large; an effect the other way counts as inactive or inconclusive.
SMILES,RORgamma inh,KCNH2 3.1 inh,Rab9 prom act,Gal4-VP16 FLuc,Coupling enz,ELG1 genotoxic,uPA surface inh,Tb PFK inh,FLuc counter,NPC1 prom act,Giardia killer
O=C(Nc1nnc(-c2ccco2)o1)c1ccc(S(=O)(=O)N2CCCC2)cc1,30.1%,-8.1,0.4%,-6.1%,3.7,-7.1%,?,2.4%,-13.2%,-4.7%,16.6
COc1ccc2oc(=O)c(C(=O)N3CCN(c4ccccc4F)CC3)cc2c1,?,21.2,-2.7%,-6.5%,3.4,-1.0%,-4.0%,-3.4%,-1.2%,-1.4%,-2.4
CCOC(=O)c1[nH]ncc1CN1CCCC(C(=O)c2cccc3ccccc23)C1 (centres undefined),-0.7%,-2.7,-8.9%,0.5%,3.0,-4.0%,10.5%,0.1%,-0.1%,-7.2%,4.1
O=C(Nc1ccc(N2CCCCC2)cc1)c1ccc2c(c1)OCCO2,1.5%,8.2,1.41µM*,?,-1.8,3.0%,-12.9%,-3.4%,1.69µM*,?,-11.3
O=[N+]([O-])c1cc2c(cc1C=Nc1ccccc1)OCO2,-19.8%,9.0,0.2%,-7.4%,·,1.0%,1.7%,-0.1%,-13.0%,-0.8%,?
Cc1cc(NC(=O)C(C)SCC(=O)Nc2cc(Cl)ccc2N2CCN(C)CC2)no1 (centres undefined),·,5.2,-3.0%,·,·,0.6%,5.8%,-0.3%,-2.2%,0.8%,8.1
Cc1[nH]nc2c1C(c1ccc3c(c1)OCO3)C(C#N)=C(N)O2 (centres undefined),-13.7%,18.2,-5.6%,6.8%,1.6,-1.4%,-8.1%,-10.7%,-2.4%,-1.0%,-5.8
Cc1ccccc1OCC(O)Cn1nnc2ccccc21 (centres undefined),25.2%,3.8,3.55µM*,16.6%,-5.4,?,1.0%,1.9%,21.3µM*,?,13.3
Cc1ccc(C(C)C)c(OCC(=O)OCC(=O)c2c(N)n(C)c(=O)n(C)c2=O)c1,·,-15.0,0.5%,·,·,-2.3%,17.4%,4.8%,?,1.4%,-16.9
O=C(NC1CCCC1)c1ccc(CNc2c(N3CCOCC3)c(=O)c2=O)cc1,-13.3%,-3.2,3.2%,5.3%,0.8,-0.9%,19.1%,-8.8%,1.7%,-1.4%,-5.9
O=C(NC1CCCC1)C(c1ccc(N2CCOCC2)cc1)N(Cc1ccccc1)C(=O)c1ccco1 (centres undefined),11.1%,2.2,-1.2%,-9.7%,1.6,4.2%,0.4%,1.3%,4.4%,-0.9%,-5.4
CC(=O)Nc1ccc(C(=O)N2CCN(S(=O)(=O)c3ccc4c(c3)OCCCO4)CC2)cc1,·,3.2,-3.1%,·,·,1.7%,14.1%,0.0%,5.0%,0.0%,-6.8
CC1CN(C)C(C)C/C1=N\Oc1ccc([N+](=O)[O-])cc1 (centres undefined),22.1%,-88.0*,-11.5%,-1.1%,3.9,-1.1%,-2.5%,1.4%,0.3%,-4.9%,11.4
O=C(c1ccccc1F)N1CCN=C1c1ccccc1,-10.2%,-12.9,-0.2%,-7.4%,1.4,-1.7%,-0.8%,2.7%,-0.6%,-1.4%,2.7
O=C(COc1ccc(F)cc1)NCC1(N2CCCCC2)CCCCC1,·,-32.8,-1.6%,·,·,1.4%,1.8%,7.5%,10.3%,-1.8%,23.8
CCOC(=O)COc1c(Cl)cc(C2NC(=S)NC(c3ccccc3)=C2C(C)=O)cc1OC (centres undefined),-25.7%,-14.2,-0.3%,-12.8%,5.0,-1.6%,3.5%,0.9%,6.3%,1.1%,-14.6
COc1ccc(C(=O)Nn2cnnc2)cc1OC,-1.3%,-3.9,-1.6%,-14.9%,-0.2,-0.3%,3.3%,9.7%,-3.4%,-3.2%,6.7
CCCCCn1c(=O)c(C(=O)c2ccccc2)nc2ccccc21,16.9%,-78.2*,1.0%,6.2%,1.3,-4.2%,-1.8%,-4.4%,-0.9%,-4.2%,11.7
CC(=O)NC(CCS(C)(=O)=O)C(=O)Nc1cccc(C)c1C (centres undefined),-7.1%,1.6,1.3%,1.6%,0.6,-2.0%,9.7%,2.2%,11.5%,-3.5%,?
O=C(COC(=O)CCCCCN=C1NS(=O)(=O)c2ccccc21)Nc1ccc(Cl)c(Cl)c1,-0.8%,-19.2,-9.7%,-2.3%,0.7,3.1%,6.1%,2.2%,-3.7%,0.3%,-3.1
Cc1cc(C)c(C(=O)COC(=O)C2CCN(c3ccc(C(F)(F)F)cn3)CC2)cc1C,·,?,1.2%,·,·,14.2%,-7.1%,0.0%,0.7%,0.5%,1.5
COc1cc(OC)cc(C2=NC3(CCC(C)CC3)NC2=S)c1 (centres undefined),1.41µM*,7.5,-3.4%,2.0%,0.1,-12.9%,-0.4%,-4.5%,-0.8%,-3.2%,-6.3
COc1ccc(-c2cc(-c3nnc(COC(=O)CC4CC5CCC4C5)o3)c3ccccc3n2)cc1OC (centres undefined),-4.4%,8.3,-0.6%,6.9%,-0.5,-2.5%,4.1%,1.4%,?,-5.0%,7.6
O=C(C1CC(=O)N(c2ccccc2F)C1)N1CCOCC1 (centres undefined),·,24.9,·,·,·,0.3%,-0.4%,-2.2%,·,·,4.0
CC(=O)OC1C(N2CCCCC2)c2c(ccc(/C=C/C(=O)N3CCCCC3)c2O)OC1(C)C (centres undefined),?,-5.8,-7.7%,1.26µM*,-0.2,2.5%,1.5%,-5.7%,-1.5%,-8.2%,-7.5
C=CC(=O)Nc1ccc(CN2C(=O)N(c3c(Cl)c(OC)cc(OC)c3Cl)Cc3cnc(NCCCCN(CC)CC)nc32)cc1,·,2.5,·,·,·,-0.7%,?,-1.2%,·,·,-14.0
O=C(CN1C(=O)NC2(CCOc3ccccc32)C1=O)c1cccs1 (centres undefined),·,-8.1,·,·,·,-0.7%,-1.1%,0.0%,·,·,1.8
CC(=O)Nc1ccc(NS(=O)(=O)c2ccc(C)cc2)c([N+](=O)[O-])c1,6.6%,25.5,-2.6%,-1.0%,1.7,1.6%,5.8%,-1.5%,-1.0%,-1.9%,-99.1*
O=C(COC(=O)C12CC3CC(CC(C3)C1)C2)NC12CC3CC(CC(C3)C1)C2,-1.2%,-4.6,-5.9%,-8.4%,-1.4,0.0%,0.7%,-7.8%,1.0%,-3.6%,-4.3
NC(=O)CC(NC(=O)c1ccc(Br)cc1)c1ccc(N2CCC(Br)CC2)c([N+](=O)[O-])c1 (centres undefined),8.9%,0.6,-11.6%,-4.0%,3.8,-4.3%,?,23.5%,-1.4%,-2.1%,-8.6
CC(C)(C)c1ccc(C(=O)N2CCN(CCNC(=O)C(=O)Nc3ccc(F)cc3)CC2)cc1,42.6%,-21.7,0.9%,-12.0%,-1.8,-3.2%,-6.2%,0.8%,-0.2%,-8.8%,-10.6
CC(OC(=O)C1CC1C)C(=O)Nc1ccc(Cl)cn1 (centres undefined),·,-5.8,1.4%,·,·,1.5%,-1.3%,2.1%,1.3%,-2.3%,-8.1
O=C(CSc1nc2ccccc2c(=O)n1-c1ccccc1F)N1CCOCC1,·,-16.0,·,·,·,8.9%,7.4%,-0.6%,·,·,-4.1
Cc1ccc(S(=O)(=O)N(C)c2ccc(OC(=O)COc3ccccc3)cc2)cc1,·,3.6,·,·,·,7.7%,1.7%,5.1%,·,·,13.9
CCOC(=O)c1c(C2CC2)csc1NC(=O)CSCc1c(C)noc1C,5.4%,-14.0,9.2%,9.4%,0.3,-1.0%,0.7%,0.9%,0.9%,0.9%,37.9[activator]
Cc1c(NC(=O)C(C)OC(=O)/C=C/c2ccco2)c(=O)n(-c2ccccc2)n1C (centres undefined),21.6%,2.0,-1.7%,19.3%,0.9,-0.1%,2.2%,-19.5%,-1.1%,12.7%,10.1
CCOC(=O)c1ccc(Nc2nc(C)cc(=O)[nH]2)cc1,4.1%,-12.4,1.8%,9.9%,-1.5,10.8%,8.2%,0.4%,?,0.2%,-4.3
O=C(Nc1ccccn1)c1ccc(Cl)c(S(=O)(=O)N2CCCCCC2)c1,·,-18.1,?,·,·,-0.5%,-4.4%,-3.6%,21.3µM*,18.9%,-7.2

# Outcome played no part in choosing rows; any-hit rate near 14%.
